Assay outcomes: PubChem BioAssay, NMMLSC
S aureus QS inh: S. aureus quorum sensing inhibitors, primary screen, RNAIII-GFP reporter, flow cytometry. 24,000 compounds, 0.3% hits. S. aureus RN6390 RNAIII-GFP reporter, AIP-induced, flow cytometry 3 h. inhibition, % at 2 µM;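 active means share of bacteria positive for the green fluorescent reporter and its mean brightness both inhibited by 50% or more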;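 further: 0% = AIP-stimulated control and 100% = unstimulated bacteria without AIP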
S aureus QS inh GFP MFI %: recorded beside S aureus QS inh, whose call it bears; inhibition, %; measured here: inhibition of GFP MFI
Active calls of the source: *. These rows are one share of the data; rates above refer to the full screens.

cpd	Structure	S aureus QS inh	S aureus QS inh GFP MFI %
1	CCOc1ccc(-c2nnc(N)s2)cc1	-1.0	-15.6
2	COc1ccccc1C(=O)N1CCN(CCc2ccccc2)CC1	0.2	-6.5
3	Cc1ccc(S(=O)(=O)N2CCCC(c3nnc4n3-c3ccccc3SC4)C2)cc1 (stereo not drawn)	-0.7	4.9
4	COc1ccc(C2c3c(-c4ccccc4O)n[nH]c3C(=O)N2CCc2ccc(OC)c(OC)c2)cc1 (stereo not drawn)	-0.7	-12.1
5	COc1cc(OC)c2c(c1)OC(c1ccc(OC)c(OC)c1)C(O)C2=O (stereo not drawn)	-0.6	-2.3
6	COc1ccc(NS(=O)(=O)c2ccc(OC)c3ccccc23)cn1	2.4	4.8
7	COC(=O)c1ccccc1Nc1cc(C)nc2nc(C)nn12	8.4	14.2
8	COc1ccc(-c2nc(CS(=O)CC(=O)NCc3ccc4c(c3)OCO4)c(C)o2)cc1 (stereo not drawn)	-0.2	3.3
9	COc1ccccc1-c1c(C)nn2c(N3CCCCCC3)cc(C)nc12	4.1	-13.6
10	CCc1ccc(NC(=O)Cn2c(=O)oc3cc(S(=O)(=O)N4CCOCC4)ccc32)cc1	-1.7	-1.7
11	CC(C)CCN(C)C1CCN(S(=O)(=O)c2cccc(C(F)(F)F)c2)CC1	-4.0	-7.5
12	CCOC(=O)CSc1nnc(CNC(=O)c2ccc(OC)cc2)n1-c1ccc(OC)cc1	-1.0	-3.1
13	COc1ccc(N2C(=O)C3CCCN3C2c2cccs2)cc1 (stereo not drawn)	-1.3	2.2
14	Cc1c(C#N)c2ccccc2n1CC(=O)N1CCc2ccccc2C1	0.7	24.4
15	O=C(CN1CCN(c2ccc(Cl)cc2)CC1)c1ccc2c(c1)OCO2	-3.7	-29.4
16	COC(=O)C1(C)NC(c2cccs2)C2C(=O)N(c3ccccc3F)C(=O)C21 (stereo not drawn)	-1.0	32.4
17	CC1Cc2nc(SCC(=O)Nc3nccs3)n(C)c(=O)c2S1 (stereo not drawn)	-1.7	0.6
18	Cc1ccccc1Cn1cc(/C=N/n2cnnc2)c2ccccc21	-0.7	-0.7
19	CCOc1ccccc1NC(=O)C1CCN(S(=O)(=O)c2c(C)noc2C)CC1	-2.1	-13.0
20	CCN(CC)S(=O)(=O)c1ccc2[nH]cc(C(=O)NCCN3CCCCC3C)c(=O)c2c1 (stereo not drawn)	-6.0	-5.0
21	CCOC(=O)N1CCN(C(=O)C2CCN(c3ncnc4c3sc3cccc(F)c34)CC2)CC1	2.1	15.5
22	COc1ccc(-n2c(Cc3cccn3C)nnc2SCC(=O)Nc2ccc(F)cc2)cc1	-0.6	3.4
23	CCOC(=O)c1cc(-c2ccc(C)cc2)n(CC(=O)NCc2ccco2)c1C	-3.1	-7.0
24	COc1cccc(-c2cc(C(=O)Nc3c(C)nn(Cc4ccccc4)c3C)no2)c1	-1.1	4.9
25	CCOC(=O)CNC(=O)CN1CCCN(S(=O)(=O)c2ccc(Br)s2)CC1	-5.3	-2.0
26	Cc1ccccc1CN1CCN(CC(=O)NCc2ccc3c(c2)OCO3)C1=O	0.3	-1.9
27	O=C(CCn1c(=O)sc2ccccc21)NCc1cccs1	-8.6	-16.4
28	Cc1ccc(N(C(=O)C2CCCO2)C2C=CS(=O)(=O)C2)cc1Cl (stereo not drawn)	0.1	6.0
29	CCCCn1c(CN2CCN(c3ccccc3)CC2)nc2c1c(=O)n(C)c(=O)n2C	0.8	-18.5
30	CCOc1ccccc1C(=O)Nc1ccc2nc(N3CCN(c4ncccn4)CC3)cc(C)c2c1	-3.8	-5.4
31	CCCCc1cc(=O)oc2cc(OCC(=O)N(CC)CC)c(Cl)cc12	0.6	9.7
32	COc1cc2nc(N3CCN(C(=O)c4ccco4)CC3)nc(N)c2cc1OC	0.5	7.0
33	Cc1cc(=O)n2nc(-c3ccccc3)sc2n1	-3.2	-19.4
34	O=C(NC1CCCC1)C1c2ccccc2C(=O)N1CCCN1CCOCC1 (stereo not drawn)	-3.6	-4.2
35	Cc1c2c(nc3c(C(=O)NC4CC4)cnn13)CCCC2	-1.2	-11.3
36	Cc1ccccc1Cn1nc(C)c(NC(=O)c2noc3c2CC(C(C)(C)C)CC3)c1C (stereo not drawn)	19.5	28.3
37	COc1ccc(Cl)cc1NC(=O)c1nc2nc(C)cc(C(F)F)n2n1	1.0	5.2
38	O=C(CCNS(=O)(=O)c1cccs1)N1CCc2ccccc2C1	2.1	50.8
39	COc1cc(-c2cc(C(=O)O)c3c(OC)c(OC)c(OC)cc3n2)ccc1O	-1.9	-15.1
40	O=C(Nn1cnnc1)c1cc2c(s1)CCCC2	0.0	-41.3
41	CC(=O)Nc1ccc(S(=O)(=O)N2CCC(N(C)CCC(C)C)CC2)cc1	-2.9	-7.4
42	Cc1nn(-c2ccc(Cl)cc2)c2sc(C(=O)N3CCN(c4ccccn4)CC3)cc12	-2.3	-6.3
43	CC(C)NC(=O)CCCn1c(=S)[nH]c2cc3c(cc2c1=O)OCO3	-5.3	-52.2
44	COc1ccccc1NC(=O)CCc1c(C)[nH]c(=O)c(C#N)c1C	7.5	15.1
45	CCn1c(=O)cc(OCC(=O)NCc2cccnc2)c2ccccc21	-1.6	-5.8
46	O=C1CCCc2c1cc(C(=O)NCCCN1CCOCC1)c(=O)n2-c1ccc(Cl)cc1	-2.0	-12.9
47	CCOC(=O)Cn1cnc2c(nnn2Cc2ccc(Cl)cc2)c1=O	-0.1	5.0
48	CC(C)(C)n1nnnc1CN1CCN(C2CCCC2)CC1	1.6	8.7
49	Cn1c(C(=O)N2CCN(Cc3ccc4c(c3)OCO4)CC2)cc2c(=O)n(C)c3ccccc3c21	-4.1	-13.7
50	CN(C)c1ccnc(NCc2ccccc2)c1C#N	0.1	17.6
51	CCCCN(CC)CCCNC(=O)Cn1nc(Cc2ccncc2)c2ccccc2c1=O	1.2	-3.6
52	Cc1oc(-c2ccc(Cl)cc2)nc1CN1CCCC(C(=O)NCCCN2CCOCC2)C1 (stereo not drawn)	-10.8	-23.1
53	CCOC(=O)c1ccc(NC(=O)Cn2nnc(-c3ccc(C)cc3)n2)cc1	-3.4	-13.1
54	Cn1c(=O)oc2cc(S(=O)(=O)N3CCC(C(=O)NCC4COc5ccccc5O4)CC3)ccc21 (stereo not drawn)	-2.1	-5.2
55	O=C(C1CCC1)N1CCc2cc(S(=O)(=O)Nc3ccc4c(c3)OCCO4)ccc21	-4.9	-5.9
56	CC(=O)Nc1nc2c(c3c1c(=O)oc1ccccc13)CC(C)CC2 (stereo not drawn)	-0.8	-9.5
57	CCN1CCN(C(=O)c2cn(CC)c3ccc(S(=O)(=O)N(C)C)cc3c2=O)CC1	-2.6	-24.4
58	N#Cc1c2n(c(=O)[nH]c1=O)CCCCC2	0.7	1.5
59	Cc1nc2ccc(S(=O)(=O)NCC(=O)N3CCc4ccccc43)cc2s1	-1.2	-16.9
60	Cc1ccccc1-c1nc(CN2CCC(C(=O)O)CC2)c(C)o1	-7.1	-9.7

A draw from above in order of SMILES length, highest first.
cpd	Structure	S aureus QS inh	S aureus QS inh GFP MFI %
55	O=C(C1CCC1)N1CCc2cc(S(=O)(=O)Nc3ccc4c(c3)OCCO4)ccc21	-4.9	-5.9
56	CC(=O)Nc1nc2c(c3c1c(=O)oc1ccccc13)CC(C)CC2 (stereo not drawn)	-0.8	-9.5
50	CN(C)c1ccnc(NCc2ccccc2)c1C#N	0.1	17.6

Next part:
cpd	Structure	S aureus QS inh	S aureus QS inh GFP MFI %
61	O=C1C2CCCN2C(=O)N1CCN1CCN(c2ccccc2)CC1 (stereo not drawn)	-0.5	-14.6
62	Cc1c(N(C)C(=O)C23CC4CC(CC(C4)C2)C3)c(=O)n(-c2ccccc2)n1C	18.3	27.7
63	COC(=O)C(C)Sc1nnc2n(-c3cccc(C)c3)c(=O)c3c4c(sc3n12)CCCC4 (stereo not drawn)	8.1	11.7
64	Cn1nnnc1SCC1=C(C(=O)O)N2C(=O)[C@@H](NC(=O)[C@H](O)c3ccccc3)[C@H]2SC1	-7.5	-39.2
65	COc1ccc(-c2cc(C(F)(F)F)nc(NC3CCCC3)n2)cc1OC	2.7	20.4
66	O=C1CCCc2c1cc(C(=O)NC1CCSC1=O)c(=O)n2-c1ccccc1 (stereo not drawn)	-1.9	-2.5
67	O=C(NCc1n[nH]c(=S)n1-c1ccccc1)c1ccco1	-1.5	-7.0
68	CCOC(=O)c1c(C)c(C(=O)NC2CCCCC2)c(C)n1CC	1.4	41.8
69	Nc1nc2ccccc2n1C(=O)CCc1ccccc1	0.1	-2.4
70	Cc1c(C(=O)N2CCOCC2)oc2ccc(S(=O)(=O)N3CCCCCC3)cc12	0.1	-3.2
71	O=C(O)c1cccn2c(=O)c3ccccc3nc12	2.0	8.1
72	O=C(NCCN1CCOCC1)C1CCC(=O)N1Cc1ccccc1Cl (stereo not drawn)	-0.3	6.4
73	Cn1c(C(=O)NC2CC2)cc2c(=O)n(C)c3ccccc3c21	0.1	-19.7
74	COCCCNC(=O)CCNS(=O)(=O)c1ccc(C)cc1	-0.1	6.3
75	CCCN(CCC)C(=O)Cn1c(=O)n(CCCCC(=O)NCc2ccco2)c(=O)c2ccccc21	-2.1	-10.2
76	COC(=O)Cn1cnc2sc(C)c(S(=O)(=O)N3CCN(c4ccccc4OC)CC3)c2c1=O	-1.8	4.2
77	CC(C)(C)C1CCc2onc(C(=O)Nc3ccc(F)cc3F)c2C1 (stereo not drawn)	4.3	14.5
78	COC(=O)CN(c1ccc(C)c(Cl)c1)S(C)(=O)=O	0.6	7.5
79	CCOC(=O)N1CCN(C(=O)C(CC(C)C)NC(=O)C2CCCCC2)CC1 (stereo not drawn)	-4.4	-7.2
80	COc1ccc2oc(=O)c(C(=O)N3CCN(c4ccccc4F)CC3)cc2c1	-5.6	-15.3

Some of the entries so far, with values under each structure.
Below each SMILES – S aureus QS inh, S aureus QS inh GFP MFI %
[49] Cn1c(C(=O)N2CCN(Cc3ccc4c(c3)OCO4)CC2)cc2c(=O)n(C)c3ccccc3c21
    -4.1, -13.7
[50] CN(C)c1ccnc(NCc2ccccc2)c1C#N
    0.1, 17.6
[51] CCCCN(CC)CCCNC(=O)Cn1nc(Cc2ccncc2)c2ccccc2c1=O
    1.2, -3.6
[52] Cc1oc(-c2ccc(Cl)cc2)nc1CN1CCCC(C(=O)NCCCN2CCOCC2)C1 (stereo not drawn)
    -10.8, -23.1
[53] CCOC(=O)c1ccc(NC(=O)Cn2nnc(-c3ccc(C)cc3)n2)cc1
    -3.4, -13.1
[54] Cn1c(=O)oc2cc(S(=O)(=O)N3CCC(C(=O)NCC4COc5ccccc5O4)CC3)ccc21 (stereo not drawn)
    -2.1, -5.2

Next entries follow:
cpd	Structure	S aureus QS inh	S aureus QS inh GFP MFI %
81	COC(=O)CSc1nnc(CNC(=O)c2ccccc2OC)n1-c1ccc(OC)cc1	1.6	34.4
82	CCCCCCC(c1c(C)n(C)n(-c2ccccc2)c1=O)c1c(C)n(C)n(-c2ccccc2)c1=O	0.3	-6.7
83	CCN(CCCNC(=O)C1CCCN(S(=O)(=O)c2cnc[nH]2)C1)c1ccccc1 (stereo not drawn)	-0.6	-16.8
84	COC(=O)c1ccc2c(=O)n(CCCCCC(=O)NCc3ccccn3)c(=O)[nH]c2c1	-8.4	-4.9
85	Cc1ccc(CS(=O)(=O)CCC(=O)N2CCOCC2)cc1	-0.8	6.6
86	COc1cccc(C2C(C(N)=O)=C(C)Nc3nc(-c4ccccc4Cl)nn32)c1 (stereo not drawn)	-0.3	9.4
87	Cc1ccc(Nc2cc(C)nc3nc(C)nn23)cc1	0.9	0.4
88	O=C1NCCN1C(=O)C12CC3CC(CC(C3)C1)C2	-2.9	-16.8
89	c1ccc2c(c1)nc(-c1ccncc1)n1nnnc21	-3.2	-10.0
90	O=C(CS(=O)(=O)Cc1ccccc1)N1CCc2ccccc2C1	1.9	7.4
91	CC(=O)N[C@@H](CS)C(=O)O	-0.3	34.0
92	Cc1cc(NC(=O)c2ccc(Cl)cc2)no1	3.4	10.8
93	COC(=O)Nc1ccc(C)c2nsnc12	0.3	8.8
94	COc1cc(NC(=O)c2ccc3c(=O)n(Cc4ccco4)c(=S)[nH]c3c2)cc(OC)c1OC	0.1	-2.2
95	CC1=C(C(=O)NCCN2CCOCC2)C2(CCC(C)CC2)OC1=O (stereo not drawn)	-6.4	-9.4
96	COc1ccc(C/C(O)=C(\C#N)c2nc3ccccc3s2)cc1	1.1	5.4
97	CCOc1ccccc1-n1c(SCC(=O)Nc2ccc(CC)cc2)nc2n[nH]c(C)c2c1=N	5.5	11.9
98	CCOC(=O)N1CCC(Nc2c(NCCN3CCN(c4cccc(Cl)c4)CC3)c(=O)c2=O)CC1	-0.2	-3.7
99	COc1ccccc1CNC(=O)CCN1C(=O)COc2ccccc21	1.5	-37.9
100	O=C(C1CCC1)N1CCc2cc(S(=O)(=O)N3CCN(c4ccccn4)CC3)ccc21	3.1	21.5
101	CCOc1ccc(OCC)c(NC(=O)C2CCCN(S(=O)(=O)c3c(C)noc3C)C2)c1 (stereo not drawn)	6.1	11.0
102	COc1ccccc1N1CCN(c2cc(=O)n(Cc3ccc(F)cc3)c(=O)[nH]2)CC1	-0.9	1.8
103	O=C(C(c1ccccc1)c1ccccc1)N1CCN(Cc2ccccn2)CC1	0.0	1.1
104	CN1C(=O)CS(=O)c2ccc(C(=O)NC3CC3)cc21 (stereo not drawn)	-3.5	-4.5
105	COc1ccc(N2C(=O)C3CCCN3C2c2cccc(OC)c2OC)cc1 (stereo not drawn)	-2.7	1.0
106	COC(=O)c1ccc(C(=O)OC)nc1	1.3	-0.1
107	COC(=O)c1ccccc1NC(=O)COc1ccc(S(=O)(=O)N2CCCC2)cc1C	-0.2	2.3
108	CCOc1ccccc1NC(=O)C1CCN(S(=O)(=O)c2c(C)nn(C)c2C)CC1	-3.1	-13.6
109	O=C(C(NS(=O)(=O)c1cccs1)c1ccccc1)N1CCN(c2ccccc2)CC1 (stereo not drawn)	-4.2	-5.0
110	COC(=O)C1C(=O)C2=C(CC1C)NC(C)=C(C(=O)OCCOc1ccccc1)C2c1ccc(C)o1 (stereo not drawn)	-8.2	-25.4
111	O=S(=O)(NCc1ccccc1Cl)c1cnc[nH]1	5.2	14.1
112	Cc1cc2ccccc2n1CCNC(=O)C1CC1	-0.1	2.1
113	O=C(O)C(Cc1ccccc1)n1cccc1 (stereo not drawn)	3.5	6.8
